KB-3-1 cytotox – kills parental KB-3-1 adenocarcinoma cells | KB-3-1 viability, CellTiter-Glo ATP luminescence, 72 h | Potency, µM (doses to about 46.1 µM), for the others: top-dose activity change, negative = cytotoxic, actives largely listed as cytotoxic | actives 1.4% (n = 400,000); note: potency is the fitted concentration of half-maximal effect; % is set by controls: 0 for no effect and ±100 for the full control effect; nearly all actives have a fitted effect of over 60% in size
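Here the drug-naive KB-3-1 line serves as comparator for MDR sub-line selectivity; cells received compound titrations, 72 h at 37 °C, then CellTiter-Glo readout.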
HT1080 IDH1KD tx – HT-1080 IDH1 knockdown cell toxicity (counter line); actives 2% (n = 360,000); HT-1080 IDH1 knockdown viability, ATP luminescence, 48 h; AID 686971; Potency, µM (series often up to 46.1 µM), inactives show at the top dose activity, negative = toxicity, usual class: cytotoxic;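 note: potency is the fitted concentration of half-maximal effect; 0% = DMSO wells and -100% = cell-free medium wells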
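Luminescent ATP read-out (CellTiter-Glo, 10 min at room temperature) after 48 h compound exposure at 37 °C gave viability of IDH1-knockdown HT-1080 cells. Activity was normalised to DMSO and cell-free wells, then fitted as concentration-response curves.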
SW480 rereplic – inducers of DNA re-replication in SW480 colon cancer cells; Potency, µM (titrated, usually from 46.1 µM), for the others: top-dose re-replication activation, hits mostly activators; SW480 DNA re-replication, Hoechst DNA content imaging, 48 h; AID 624297; actives 1.8% (n = 340,000); note: potency is the fitted concentration of half-maximal effect; % of control where 0% means no effect; nearly all actives have a fitted effect of over 55% in size
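SW480 cells exposed to compounds for 48 hr at 37 C, 5% CO2, then Hoechst-stained 40 min. Nuclear DNA content imaged by fluorescence scanning (405 nm excitation, 500-530 nm emission); re-replication scored as increased high-intensity nuclei.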
HEK293 tox – cytotoxic in the GLP-1 receptor inverse agonist counter-screen. HEK293 cAMP-luciferase reporter cells, luminescence, 24 h. Potency, µM (top dose mostly 38.3 µM), for inactives: at the highest dose activity change, negative = inhibition, actives largely listed as inhibitors. actives 0.13% (n = 410,000). AID 624418;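 note: loss of luciferase light is scored as toxicity; potency is the fitted concentration of half-maximal effect; % is set by controls: 0 for no effect and ±100 for the full control effect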
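1536-well qHTS counterscreen of the MLSMR; 200 cells/uL, 12 h pre-incubation, 23 nL cpd, 24 h at 37 deg C 5% CO2, luciferase detection reagent, 12 min RT, luminescence. Inhibition = undesired.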
HT1080NT lethal – kills 2HG-producing HT-1080-NT fibrosarcoma cells | HT-1080-NT fibrosarcoma viability, CellTiter-Glo ATP luminescence, 48 h | Potency, µM (top dose mostly 46.1 µM), without a hit: at the top dose activity, negative = less viability, actives largely listed as cytotoxic | actives 1.6% (n = 360,000) | AID 686970;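 note: NT is the 2HG producing partner of a matched IDH1 knockdown line; potency is the fitted concentration of half-maximal effect; 0% = DMSO-treated cells and -100% = media-only wells without cells; nearly all actives have a fitted effect of over 55% in size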
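Toxicity toward the 2HG-producing NT line was scored as %Activity, normalised to DMSO and no-cell wells, from CellTiter-Glo luminescence after 48 hours' treatment.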
KB-V1 cytotox – kills drug-selected multidrug resistant KB-V1 cells. KB-V1 MDR cells viability, CellTiter-Glo, 72 h. Potency, µM (titrated, usually from 46.1 µM), for the others: at the top dose activity change, negative = cytotoxicity, usual class: cytotoxic. actives 3.4% (n = 400,000). AID 1347076; note: potency is the fitted concentration of half-maximal effect; % is set by controls: 0 for no effect and ±100 for the full control effect; nearly all actives have a fitted effect of over 60% in size
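In this primary screen, KB-V1 cells overexpressing P-gp are incubated with library compounds (lowest to highest concentration) for 72 h at 37 degrees C before a luminescent ATP viability read.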
DRD3 agonist – agonists of human D3 dopamine receptor; D3R DiscoveRx beta-arrestin cells, luminescence, 90 min; max activation, %; P35462; AID 652048; actives 0.58% (n = 410,000); in the data active = max activation above about 30%; note: 0% is about no effect; mostly tested at two doses, the higher about 12 µM
Target sequence (P35462 whole entry, looked up): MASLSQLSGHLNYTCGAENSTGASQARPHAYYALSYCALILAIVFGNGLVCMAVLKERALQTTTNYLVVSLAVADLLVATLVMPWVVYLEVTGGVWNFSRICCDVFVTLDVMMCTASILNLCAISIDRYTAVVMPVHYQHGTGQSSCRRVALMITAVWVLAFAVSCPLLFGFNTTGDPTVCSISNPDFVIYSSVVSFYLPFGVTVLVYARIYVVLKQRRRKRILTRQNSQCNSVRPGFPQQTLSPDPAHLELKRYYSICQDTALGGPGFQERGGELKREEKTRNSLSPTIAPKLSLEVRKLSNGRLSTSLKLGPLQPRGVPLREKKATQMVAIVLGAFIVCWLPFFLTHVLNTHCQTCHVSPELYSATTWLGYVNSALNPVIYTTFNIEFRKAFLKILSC
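Cells at 1500/well, incubated overnight, then treated with pinned compounds (dopamine as control) for 90 min at 37 degrees C. DiscoveRx reagent added for 30 - 60 minutes at room temperature; luminescence read.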
IL-1B inflam inh – inhibitors of inflammasome signaling (IL-1 beta secretion); THP-1 LPS/ATP IL-1B secretion, AlphaLISA, 16 h; active compounds read low; activity change, % at 57.5 µM; actives 4.7% (n = 360,000); in the data active = activity change below about -50%; inconclusive = mostly about -30% to -49%; note: % is set by controls: 0 for no effect and ±100 for the full control effect
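Secreted IL-1B measured by AlphaLISA bead assay after 16 h compound exposure of THP-1 cells; compounds (final up to 57.5 uM) added 1 h before LPS (250 ng/mL) and ATP (1.25 mM) stimulation; lower signal means less secretion.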
MCF10A rerep – inducers of DNA re-replication in MCF 10A breast cells. Potency, µM (highest dose often 46.1 µM), for inactives: top-dose activity, positive = re-replication, usual class: activators. AID 624296. MCF 10A DNA re-replication, Hoechst nuclear intensity, 48 h. actives 2.9% (n = 350,000); note: potency is the fitted concentration of half-maximal effect; % of control where 0% means no effect; nearly all actives have a fitted effect of over 50% in size
The depositor's hits bear a star; ? = inconclusive; · = no result given; [ ] = another dose, or the depositor's remark. Unless noted, calls come from the whole dose curve; as a rule, active = well fitted curve in the direction sought with a large enough effect; inconclusive = small, poorly fitted or top-dose-only effect, or another doubt; inactive = no such curve, though single readings can be large; an effect the other way counts as inactive or inconclusive.

SMILES | KB-3-1 cytotox | HT1080 IDH1KD tx | SW480 rereplic | HEK293 tox | HT1080NT lethal | KB-V1 cytotox | DRD3 agonist | IL-1B inflam inh | MCF10A rerep
COc1ccccc1/C=C1\SC(=S)N(NS(=O)(=O)c2ccc(C)cc2)C1=O | -14% | -6% | -5% | -12% | -4% | -5% | -10 | -8 | 17%
O=C(CNc1cccc(F)c1)N1CCc2ccccc2C1 | -16% | 17% | ? | 0% | 5% | -21% | -3 | 26 | 8%
CCOc1ccc(-c2cc(CCCC(=O)NCCc3ccc(OCC)c(OCC)c3)no2)cc1 | -8% | · | · | 0% | · | -2% | 8 | · | ·
Cc1cccc(N(CC(=O)NCCSc2ccccn2)S(=O)(=O)c2ccccc2)c1 | 2% | -2% | -5% | 8% | -3% | ? | 17 | 6 | 9%
C/C(CC(=O)Nc1ccc(F)cc1)=N\NC(=O)COc1ccccc1 | -2% | 1% | -188%[inhibitor] | -11% | -2% | ? | 3 | -4 | 1%
CC(C)(C)c1ccc(NC(=O)c2ccc3c(c2)S(=O)(=O)c2ccccc2C3=O)cc1 | 14% | 14% | 3% | -15% | 3% | 7% | 10 | 27 | 0%
O=C(COC(=O)c1cccc(N2C(=O)c3ccccc3C2=O)c1)Nc1ccccc1 | 1% | 3% | -11% | -2% | 2% | 2% | 4 | 25 | 4%
O=C(CNC(=S)N(Cc1ccccc1)Cc1cccnc1)NCCN1CCOCC1 | 19% | 1% | -10% | -15% | 4% | 1% | 0 | 18 | -7%
CCOC(=O)c1ccc(NS(=O)(=O)c2c(C)n[nH]c2C)cc1 | -21% | 1% | 14% | 1% | 3% | 0% | 8 | -11 | -2%
COc1ccccc1CCC(=O)OC(C)C(=O)Nc1c(C)n(C)n(-c2ccccc2)c1=O (stereo not drawn) | 0% | -2% | 1% | -7% | -1% | 1% | -7 | 11 | -1%
CN(C)CCCNC(=O)c1ccc2[nH]c3ccccc3c2c1 | 6% | 10% | 2% | 5% | -4% | -11% | -7 | -1 | 4%
CN(C(=O)COC(=O)c1ccc2c(c1)OCCO2)c1ccccc1 | -2% | 1% | -5% | 0% | 3% | -27% | 2 | ? | 13%
Cc1ccc(-c2cc3nc(C)cc(C)n3n2)cc1 | 59% | -2% | -13% | -3% | 16% | 18% | -2 | 16 | -3%
CC(=NNC(=S)N1CCCCC1)c1ccccn1 | ? | ? | · | ? | -20% | ? | -9 | -74* | ·
COc1ccc(CCNC(=O)c2cnc3sc(N4CCOCC4)nn3c2=O)cc1 | 4% | · | · | 0% | · | -7% | 6 | · | ·
Cc1ccc(NC(=O)CN2C(=O)NC(C)(CC(C)C)C2=O)cc1F (stereo not drawn) | -4% | -16% | 7% | 1% | -8% | 6% | -3 | -21 | 6%
CN(C)C(=O)N1CCC(C(=O)NCc2cccs2)CC1 | -8% | -2% | -11% | 11% | 4% | -12% | -11 | 8 | -12%
COC(=O)CN(C(=S)Nc1ccc(Cl)cc1)C1CC(=O)N(c2ccc(OC)cc2)C1=O (stereo not drawn) | 1% | 0% | -3% | 10% | -4%[9.24 µM] | ? | 23 | -3 | -2%
Cc1cc(F)ccc1NC(=O)CCSc1nc(-c2ccco2)cc(C(F)(F)F)n1 | 22% | · | · | -21% | · | -18% | 7 | · | ·
COc1ccc(CNC(=O)CN2CCC(n3nnc4cc(F)ccc43)CC2)cc1 | -15% | -17% | 0% | -7% | -29% | ? | -35 | ? | 0%
COc1ccc(CC(=O)N2CCC(c3ccccc3)C2)cc1 (stereo not drawn) | 2% | 10% | -16%[1.84 µM] | -9% | 1% | 10% | 1 | 8 | 14%
Cn1c(-c2ccccc2)c(/C=N/NC(=O)c2cccnc2)c2ccccc21 | ? | ? | ? | -7% | -6% | 22% | -15 | -28 | ?
CC(C)Oc1ccc(Cl)cc1Nc1nc(NCCO)nc(N2CCCC2)n1 | 0% | · | ? | · | · | ? | · | · | 23µM*
O=c1ccc(=O)n(-c2ccccc2)[nH]1 | -1% | 21% | -3% | 1% | 5% | -14% | 1 | -6 | -2%
CCCC(c1nnnn1CS(=O)(=O)c1ccc(C)cc1)N1CCN(C2CCCC2)CC1 (stereo not drawn) | -2% | 0% | -9% | -11% | -11% | -2% | -15 | -23 | ?
COc1ccc(NC(=O)Nc2cccc3c2O[C@H](CN(C)S(=O)(=O)c2c(C)noc2C)[C@@H](C)CN([C@H](C)CO)C3=O)cc1 | 0% | 0% | -10% | 0% | 0% | 0% | 13 | -4 | -2%
CC(C)c1ccc([C@@H]2O[C@H](CCc3ccccc3)CC3=C2C(=O)OC(C)(C)O3)cc1 | ? | -19% | · | 2% | -5% | ? | -4 | 20 | ·
CC(=O)Nc1cccc(C(=O)OCc2ccccc2)c1 | -1% | 0% | -9% | -26% | 0% | -8% | 0 | -5 | 3%
Cc1ccc(C(=O)COC(=O)CN2C(=O)C3C4CCC(C4)C3C2=O)cc1[N+](=O)[O-] (stereo not drawn) | 6% | 20% | -3% | 1% | 5% | 5% | -12 | 4 | -4%
N#C/C(=C1/CCCCCN1)c1nnc2n1CCCCC2 | 1% | 0% | -2% | -10% | ? | 0% | 4 | 9 | 1%
COc1cc2c(cc1OC)CN(CC(=O)Nc1ccc3c(c1)OCO3)CC2 | 3% | 1% | -5% | -2% | 1% | 1% | -5 | -16 | -1%
CNc1ncnc2c1ncn2[C@H]1CN(Cc2cccc3ccccc23)C[C@@H](CO)O1 | 0% | 9% | · | -10% | 29% | -10% | 111* | 20 | ·
CCc1ccc(NCc2cc3ccc(OC)cc3n(CC(=O)Nc3ccccc3OC)c2=O)cc1 | 11% | · | · | -5% | · | ? | 2 | · | ·
COc1cc(OC)cc(C(=O)N2CCCc3ccccc32)c1 | 7% | -2%[9.24 µM] | 1% | 2% | ? | -1% | -2 | -24 | -7%
N#CCCN(C(=O)COC(=O)c1ccc(S(=O)(=O)N2CCCCCC2)cc1)c1ccccc1 | -9% | -3% | -2% | -23% | 2% | 3% | 5 | 13 | 0%
COc1ccc(Cl)cc1NC(=O)CCS(=O)(=O)c1ccc(C)cc1 | 29% | 1% | -1% | 24% | 0% | -4% | -18 | 22 | 1%
COc1cc(C(=O)OCC(=O)NC2CC2)ccc1OCCC(C)C | 2% | -3% | 6% | 13% | 3% | -7% | -4 | 23 | -3%
COc1ccc(NC(=O)CN2C(=O)NC(C)(c3ccc4c(c3)OCO4)C2=O)cc1S(N)(=O)=O (stereo not drawn) | 0% | 9% | 0% | 2% | 5% | 0% | 3 | 25 | 1%
O=C(O)CSc1nnc(Nc2ccccc2)n1-c1ccccc1 | 2% | 22% | 4% | -2%[7.66 µM] | 18% | -4% | 3 | 14 | -2%
O=C(CCNS(=O)(=O)c1cccc2nsnc12)N1CC(=O)N(CCc2ccccc2)C(=O)C1 | 2% | -1% | 5% | 7% | -4% | -2% | -7 | -15 | 0%
N#Cc1ccc(NC(=O)COC(=O)CCc2ccc(S(=O)(=O)N3CCCCC3)cc2)cc1 | -11% | ? | 12% | 16% | -23% | -13% | -8 | 0 | 27%
Nn1c(Cc2cccc3ccccc23)nnc1SCc1ccccc1 | 12% | 3% | 13% | -7% | 6% | 16µM* | 2 | -18 | ?
Cc1ccc(C2=N/C(=C/c3cccs3)C(=O)N2Nc2ccccc2)cc1 | -9% | ? | 4% | -29% | ? | ? | -16 | -26 | 0%
O=C(NCC(c1cccnc1)N1CCN(c2ccccc2F)CC1)c1cccc(Cl)c1 (stereo not drawn) | ? | -18% | 5% | -1% | -4% | -9% | -8 | ? | -1%
CC(=O)c1cccc(NC2c3ncccc3C(=O)N2Cc2ccco2)c1 (stereo not drawn) | 1% | -24% | 4% | 18% | 2%[9.24 µM] | 0% | -8 | -5 | ?

2 of the compounds above, as labelled records.
> C/C(CC(=O)Nc1ccc(F)cc1)=N\NC(=O)COc1ccccc1
  KB-3-1 cytotox = -2% | HT1080 IDH1KD tx = 1% | SW480 rereplic = -188%[inhibitor] | HEK293 tox = -11% | HT1080NT lethal = -2% | KB-V1 cytotox = ? | DRD3 agonist = 3 | IL-1B inflam inh = -4 | MCF10A rerep = 1%

> O=C(NCC(c1cccnc1)N1CCN(c2ccccc2F)CC1)c1cccc(Cl)c1 (stereo not drawn)
  KB-3-1 cytotox = ? | HT1080 IDH1KD tx = -18% | SW480 rereplic = 5% | HEK293 tox = -1% | HT1080NT lethal = -4% | KB-V1 cytotox = -9% | DRD3 agonist = -8 | IL-1B inflam inh = ? | MCF10A rerep = -1%

Continued.
SMILES | KB-3-1 cytotox | HT1080 IDH1KD tx | SW480 rereplic | HEK293 tox | HT1080NT lethal | KB-V1 cytotox | DRD3 agonist | IL-1B inflam inh | MCF10A rerep
N#Cc1ccccc1CN1C(=O)c2ccccc2Sc2ccc(C(=O)OCc3ccco3)cc21 | 2% | · | · | 6% | · | ? | -8 | · | ·
Cc1ccc2cccc(Oc3ccc([N+](=O)[O-])cc3[N+](=O)[O-])c2n1 | -12% | 0% | -2% | -17% | 0% | ? | -1 | 24 | 6%
O=C(CSc1nc2ccccc2n1-c1ccccc1)Nc1ncc(Cl)cc1Cl | 5.2µM* | -22% | 7% | -9% | -3% | ? | 4 | -7 | ?
CCCS(=O)(=O)NCCc1cc2c(OC)ccc(OC)c2[nH]c1=O | 6% | 16% | -5% | -2% | 12% | ? | 0 | 12 | -7%
O=C1[C@H]2[C@@H](c3ccccc3)N[C@]3(CCCN(Cc4ccco4)C3=O)[C@H]2C(=O)N1Cc1ccccc1 | -6% | -1% | · | -8% | -7% | 0% | -3 | -21 | ·
CCOC(=O)C(CC)Sc1nc2c(c(=O)[nH]c(=O)n2C)n1CCc1ccccc1 (stereo not drawn) | 1% | 0% | -22% | 1% | -2% | -17% | 5 | 35 | 25%

High-throughput results from PubChem.
